# High-throughput results: PubChem, Sanford-Burnham Center for Chemical Genomics
# H9c2 TAG inh = inhibitors of triacylglycerol accumulation, primary screen, cell-based, uHTS, fluorescence, H9c2; inhibition, % at 12.5 µM; actives 0.66% (n = 230,000); AID 651582, 2012; H9c2 cells, Nile Red lipid (TAG) fluorescence; cells loaded with 200 µM oleic acid;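 active = pattern-corrected inhibition of lipid staining of at least 50% with the nuclear-stain viability signal not falling by more than 50%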;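 also: 0% = DMSO wells and 100% = triacsin C control wells; some results filed as inactive read as strong as hits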
# H9c2 TAG inh DAPI viability = recorded beside H9c2 TAG inh, whose call it bears; DAPI nuclei signal change (viability), lower = more cytotoxic, %;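 whole-well DAPI fluorescence read on a plate reader as a viability signal; minus 50 percent equals half of cells still viable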
# * hit, by the source's call.
# Every second line gives: H9c2 TAG inh	H9c2 TAG inh DAPI viability
COc1ccc(-c2ccc3c(c2)S(=O)(=O)c2cccc(C(=O)N4CCN(c5ccccn5)CC4)c2C3=O)cc1OC
  6	2
CCCn1nnc(NC(=O)c2ccc3c(c2)OCO3)n1
  10	5
O=C(Nc1ccncc1)C1CCN(S(=O)(=O)c2cccs2)CC1
  9	2
O=C(O)CC1Sc2nc3ccccc3n2C1=O (configuration not stated)
  7	6
Cc1cccc(C)c1N1C(=O)C(Cl)=C(N2CCCC2)C1=O
  12	-11
O=C1C2C3C=CC(C3)C2C(=O)N1CCN1CCN(S(=O)(=O)/C=C/c2ccccc2)CC1 (configuration not stated)
  17	-8
COC(=O)c1sccc1-n1cccc1C(=O)C(=O)N1CCOCC1
  10	0
CCC(=O)Nc1nc2ccccc2n1Cc1ccc(Cl)cc1
  8	-19
CCOc1ccc(-c2cncc3nccn23)cc1
  -14	26
Cc1ccc(N(C(=O)c2ccncc2)C2C=CS(=O)(=O)C2)cc1 (configuration not stated)
  -1	-2
COc1ccc(N(CC(=O)NCCSCc2ccco2)S(=O)(=O)c2ccccc2)cc1OC
  3	-6
Cc1c(NC(=O)CSc2ccccn2)c(=O)n(-c2ccccc2)n1C
  -1	6
Cc1nnc(NC(=O)CSc2nccn2-c2cccc(C)c2C)s1
  19	-16
CCCCOc1ccccc1NC(=O)Cn1c(-c2nonc2N)nc2ccccc21
  73*	-19*
CC(C)(C)c1cc(NCCCn2ccnc2)n2ncc(-c3ccccc3)c2n1
  19	67
Cc1ccccc1NC(=O)c1ccc(Cn2cc([N+](=O)[O-])cn2)o1
  3	-1
CC1(C(=O)NS(=O)(=O)c2ccccc2)CCN1C(=O)CCc1ccccc1 (configuration not stated)
  -14	4
O=C1N/C(=C/c2cccs2)C(=O)N1Cc1ccc(F)cc1
  -11	3
Cc1ccsc1C(=O)OCC(=O)N(C)C1CCCCC1
  4	4
CC(=O)NC(=S)Nc1ccccc1F
  8	-4
COc1cccc(Cn2c(=O)c3ccccc3n3nc(C)cc23)c1
  -27	153
COc1ccc(CNC(=O)c2sccc2-c2ccccc2)cc1OC
  -16	-2
CC(=O)N1CCC(C(=O)N2CCN(S(=O)(=O)c3ccc(Cl)s3)CC2)CC1
  3	5
Cc1c(C(=O)N(C)C)sc2nc(-c3ccccn3)[nH]c(=O)c12
  12	4
CN1C2CCC1CC(NS(=O)(=O)c1cc(Cl)c(Cl)cc1Cl)C2 (configuration not stated)
  8	-3
O=C(c1cn(-c2ccccc2)nc1-c1cccs1)N1CCOCC1
  -9	1
CCCCC(=O)N1C/C=C\[C@H](c2ccc(OC)cc2)N(Cc2ccc(F)cc2)C(=O)[C@@H]1C
  -6	15
O=C(NCCCN1CCCC1=O)c1ccc(NS(=O)(=O)c2ccccc2)cc1
  0	1
Cc1cc(NC(=O)c2ccc(C)s2)n(-c2ccccc2)n1
  7	-7
COc1ccc(C(CNC(=O)c2ccc(S(=O)(=O)N(C)C)cc2)N2CCCCC2)cc1 (configuration not stated)
  -1	10
Cc1cc(C)c2c(=O)[nH]c(SCC(=O)c3ccc(C)c(C)c3)nc2n1
  -15	4
Cn1c(=O)n(C)c2cc(S(=O)(=O)Nc3ccc(F)cc3)ccc21
  0	2
COc1cc(OC)cc(C(=O)Nc2ccc(-c3nc4ccccc4o3)cc2)c1
  20	12
COc1cc(/C=C(\C#N)C(=O)N2CCOCC2)cc(Br)c1O
  -9	4
O=C(NCCS(=O)(=O)N1CCc2ccccc2C1)c1ccccc1
  9	5
COC(=O)c1c(C)c(C)nc(N)c1C#N
  -6	7
CCCNC(=O)N1CCC(C(=O)c2ccc(F)cc2)CC1
  23	4
CCCOc1ccc(OCCSc2ncccn2)cc1
  -6	8
CC(NC(=O)c1ccco1)C(c1cccs1)N1CCOCC1 (configuration not stated)
  -14	-7
NC(=O)C1(N2CCCCC2)CCN(C(=O)c2ccc(C#Cc3ccccc3)o2)CC1
  -35	9
COc1cccc(OCC(O)CN2CCOCC2)c1 (configuration not stated)
  -1	-2
CC(OC(=O)CSc1ccc([N+](=O)[O-])cc1)C(=O)NC1CC1 (configuration not stated)
  -5	1
CCN(CC)C(=O)CN1C(=O)C2(NC(=O)c3ccccc3N2)c2ccccc21 (configuration not stated)
  17	-12
Oc1ccc(/C=N/Nc2ccnc3cc(Cl)ccc23)cc1O
  45	-26
O=C(NCc1ccncc1)C(=O)NC1CC1
  7	-1
CCOC(=O)CN(C)C(=O)C1CCCN1C(=O)OC(C)(C)C (configuration not stated)
  1	-5
CCOC(=O)N1CCN=C1SCc1ccc(Cl)c(Cl)c1
  -8	6
CN(C)/C=N/C(=S)Nc1cc(Cl)cc(Cl)c1
  28	-17
CCN(CC)CC(=O)Nc1ccc(-c2ccc(NC(=O)CN(CC)CC)c(OC)c2)cc1OC
  14	-7
O=C(O)c1ccccc1CSc1ccccn1
  4	-4
Cc1onc(-c2ccccc2)c1C(=O)NCCc1ccc(S(N)(=O)=O)cc1
  -6	-4
OC[C@@H]1CN(Cc2ccc(F)cc2)C[C@H](n2cnc3c(NCc4ccc(F)cc4)ncnc32)O1
  16	-9
O=[N+]([O-])c1cc([N+](=O)[O-])c(Oc2ccc(F)cc2F)cc1NN1CCCCC1
  17	-6
CCCCN(CC)CCNc1c(NC2CCN(C(=O)OCC)CC2)c(=O)c1=O
  5	-7
CCCCCCCCCCCC(=O)N1CC(=O)NC(=O)C1
  10	-7
C[C@H]1CN([C@@H](C)CO)C(=O)Cc2cc(NC(=O)Cc3ccccc3)ccc2O[C@H]1CN(C)S(=O)(=O)c1cccs1
  -3	1
C=CCn1c(-c2cccn(Cc3ccc(Cl)cc3Cl)c2=O)n[nH]c1=S
  -4	16
COc1ccc(C(=O)c2c[nH]c(C(=O)NCc3ccco3)c2)cc1
  -11	5
CC(=O)NCc1ccc(-c2csc(NC(=O)CCc3nc4ccccc4c(=O)[nH]3)n2)s1
  7	-4
COc1ccc(C(=O)CCC(=O)O)cc1
  7	-8

# Additional compounds.
SMILES,H9c2 TAG inh,H9c2 TAG inh DAPI viability
CC(=Nc1ccccc1)C1=C(O)C(Cc2cccc(F)c2)NC1=O (configuration not stated),36,-28
CCn1c(=O)cc(OCC(=O)NCCCN2CCC(C)CC2)c2ccccc21,37,-5
CCOc1nc(Nc2cc(Cl)ccc2OC)nc(OCC)n1,11,10
Cc1ccc(NC(=O)COc2cccc3c2OC(C)(C)C3)c(O)c1,-39,-3
CCC(c1nnnn1Cc1ccco1)N(CCc1ccccc1)Cc1cc2cccc(C)c2[nH]c1=O (configuration not stated),0,9
CN(CC(=O)Nc1ccccc1Br)C(=O)c1ccccc1Cc1ccccc1,-14,-1
COCCCNC(=O)C(C#N)c1nc2ccccc2nc1N1CCN(Cc2ccccc2)CC1 (configuration not stated),5,-5
COc1cc(/C=N/Nc2nc(C)nc3c2cnn3-c2ccccc2)ccc1O,57*,20*
Cc1cc(NC(=O)CSc2nc(=O)cc(N)n2-c2ccc(C)c(C)c2)no1,10,-7
COc1ccccc1N(CC(=O)NCCN1CCOCC1)S(=O)(=O)c1ccc(C)cc1,8,1
COc1ccnc(CSC(N)=Nc2ccccc2OC)c1,-11,-6
COc1ccc(OC)c(CNC(=O)CCNC(=O)Cn2ccc3ccccc3c2=O)c1,-16,4
Cc1cc(O)c(-c2cc(C(=O)Nc3sc4c(c3C(=O)NCc3ccco3)CCC4)[nH]n2)cc1C,50,34
CCC1(c2ccc(F)cc2)NC(=O)N(CC(=O)Nc2cccc(S(=O)(=O)N3CCOCC3)c2)C1=O (configuration not stated),23,-2
COc1cc2c(cc1OC)CN(C(=O)c1ccc(S(=O)(=O)N(C)c3ccccc3)cc1)CC2,-2,-14
Cc1cccc(-c2noc(-c3c(C)noc3C)n2)c1,-13,5
CCCCN(CC)Cc1c(O)ccc2c3c(c(=O)oc12)CCC3,-1,165
Cc1ccc(NC(=O)CCC(=O)NNC(=O)Nc2cccc(Cl)c2)c(C)c1,7,-1
O=S(=O)(c1cc(Cl)cc(Cl)c1)N1CCCC1c1nc2ccccc2s1 (configuration not stated),-6,4
CN(C)C(=O)CCc1ccc2c3c([nH]c2c1)[C@]1(C)[C@@H](C(=O)N2CCOCC2)C[C@H](CC(=O)NCc2ccco2)C(=O)N1CC3,4,2
COc1cccc(CNC(=O)CN2C(=O)c3ccccc3S2(=O)=O)c1,5,-2
O=C1NC(=S)N/C1=C/c1cccn1-c1ccc([N+](=O)[O-])cc1,8,3
Cc1ccc(S(=O)(=O)N2CCCCC2CCNC(=O)C(=O)NCC2CCCO2)cc1 (configuration not stated),-5,0
CN(c1ccccc1)S(=O)(=O)c1ccc(Cl)c(C(=O)OCC(=O)N2CCOCC2)c1,4,-2
O=C(O)c1ccccc1Nc1cc(Cl)c2nonc2c1[N+](=O)[O-],2,1
CCCC(C)NC(=O)c1c2c(nc3ccccc13)CCC2 (configuration not stated),1,2
COC(=O)C1CC(O)CN1C(=O)c1ccco1 (configuration not stated),-9,18
O=C(CN1CCN(c2ccccc2)CC1)Nc1ccc2c(c1)OCCO2,5,0
COc1ccccc1CNc1nc(NCc2ccccc2OC)c2sccc2n1,-7,7
Cc1noc(C)c1Cc1ccc(O)cc1,14,-5

# Full records from above. Order of screens: H9c2 TAG inh | H9c2 TAG inh DAPI viability
# Listed for COc1ccccc1CNc1nc(NCc2ccccc2OC)c2sccc2n1 = -7 | 7
# Listed for Cc1ccc(S(=O)(=O)N2CCCCC2CCNC(=O)C(=O)NCC2CCCO2)cc1 (configuration not stated) = -5 | 0
# Listed for O=C1NC(=S)N/C1=C/c1cccn1-c1ccc([N+](=O)[O-])cc1 = 8 | 3
# Listed for O=C(CN1CCN(c2ccccc2)CC1)Nc1ccc2c(c1)OCCO2 = 5 | 0
# Listed for CCCC(C)NC(=O)c1c2c(nc3ccccc13)CCC2 (configuration not stated) = 1 | 2

# Next compounds follow.
SMILES,H9c2 TAG inh,H9c2 TAG inh DAPI viability
COc1cc(C(=O)OCC(=O)N2CCC(Cc3ccccc3)CC2)cc(OC)c1OC,-8,-3
CCCCCCN1C[C@@H](O)[C@H](n2cc(-c3ccc(F)cc3)nn2)C[C@@H]1c1ccc(C)cc1,-2,-1
Cc1cccc(NC(=O)CSCC(=O)Nc2ccc(S(=O)(=O)N3CCCCC3)cc2)c1,7,-6
CO/N=C/CC(=O)c1cnc(-c2ccc(Cl)cc2)s1,-1,2
CCN(CC)C(=O)C1=C(C)N(CCCN2CCCC2=O)C(=O)C(CC(=O)NCc2ccco2)C1 (configuration not stated),-12,1
CCN(CC(=O)Nc1ccc(NC(C)=O)cc1)C(=O)c1n[nH]c(=O)c2ccccc12,-2,0
CC(=O)c1c(C)[nH]c(C2=NNC(=NCc3ccccc3)SC2)c1C,-3,-2
N#Cc1ccccc1S(=O)(=O)N1CCN(C(=O)CN2C(=O)NC3(CCCC3)C2=O)CC1,1,2
CC(=O)NC12CC3CC(C1)CC(C(=O)N(C)Cc1cccc(Cl)c1Cl)(C3)C2,-2,-2
CSc1ccc(CSCC(=O)N2CCN(S(=O)(=O)c3ccc(C)cc3C)CC2)cc1,-6,0
CC(=O)Nc1ccccc1OCC(=O)NC1CCCCC1C (configuration not stated),-5,-5
S=c1[nH]nc(Nc2ccccc2Cl)s1,-5,6
Cc1ccc(C2=NNC(c3cccc(F)c3)S2)cc1 (configuration not stated),10,-5
O=C(Nc1cccc(-c2nc3cccnc3s2)c1)C1c2ccccc2Oc2ccccc21,97,-80
CC1(C)CC2(CCO1)OC(=O)CC2C(=O)Nc1c(Cl)cccc1Cl (configuration not stated),-4,2
Cc1ccc(Nc2nc(N)nc(CSc3nncn3C)n2)cc1,1,0
C=C(C)C(=O)Nc1cccc(C2=NOC3(C2)C[C@@H](C(N)=O)N(C(=O)/C(C)=C/C)C3)c1 (some centres not stated),-1,-2
FC(F)(F)c1cccc(Nc2cc(-c3ccccc3)nc3ncnn23)c1,0,-3
CCCCn1c(N)c(N(CC(C)C)C(=O)c2cccc(S(=O)(=O)N(C)c3ccc(C)cc3)c2)c(=O)[nH]c1=O,-4,-2
CCN(C[C@H]1N[C@@](CC)(C(=O)OC)[C@H]2C(=O)N(C)C(=O)[C@@H]12)C(=O)NC(C)C,0,-1
Cc1cc(C)cc(N2CCCC2=O)c1,13,0
COc1ccc(S(=O)(=O)N2CCc3ccccc32)cc1C(=O)Nc1ccc(C(N)=O)cc1,10,-4
COC(=O)CC1COc2ccccc2N1C(=O)c1cccc(C(F)(F)F)c1 (configuration not stated),-4,2
CCn1c(SCC(=O)N2CCCCCC2)nc2c([nH]c3ccccc32)c1=O,9,0
CSCCC(NC(=O)c1ccccc1Cl)C(=O)NCC1COc2ccccc2O1 (configuration not stated),2,2
CCn1c2ccc(C)cc2c2nnc(SCCN3CCOCC3)nc21,-3,-1
COc1ccccc1CCN=C(N)NS(=O)(=O)c1cccs1,-10,1
CCOc1ccc(N2C(=O)CC(N3CCN(c4ccccc4F)CC3)C2=O)cc1 (configuration not stated),5,1
CCN1C[C@@H]2[C@@H]3C(=O)N(Cc4ccccc4)C(=O)[C@@H]3[C@](Cc3ccccc3)(C1=O)N2C(=O)c1ccc(Cl)cc1,1,-9
COc1ccc(CC(=O)Nc2nc(C)cs2)cc1S(=O)(=O)N1CCOCC1,-4,-4
CC(C)Oc1ccc(C(=O)NC(Cc2c[nH]c3ccccc23)C(=O)NN)cc1 (configuration not stated),4,6
O=C(NCc1ccco1)C1CCCN(S(=O)(=O)c2cccc3cccnc23)C1 (configuration not stated),-2,-3

# An excerpt; count on the stated rates, not on these rows.
